RGS4 inhibitor: blocks human RGS4-accelerated GTP hydrolysis. Transcreener GDP fluorescence polarization, RGS4-accelerated GTP hydrolysis. Potency, µM (top dose mostly 114 µM), without a hit: top-dose activity change, negative = inhibition, actives largely listed as inhibitors. 0.039% of 390,000 active. AID 504845; note: potency is the fitted concentration of half-maximal effect; % is set by controls: 0 for no effect and ±100 for the full control effect; nearly all actives have a fitted effect of over 75% in size; some results filed as inactive show a strong effect at the top dose
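MLSMR compounds (23 nl, pin-transferred) preincubated 10 min at room temperature with a 500nM (2x) first reagent, then RGS4 at 900nM (2x) plus Transcreener GDP mix added; fluorescence polarization (620/688 nm) read before and after 90 min at 30 °C.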
Anesthetic bind: binds horse apoferritin like a general anesthetic; Potency, µM (series often up to 77.5 µM), for inactives: at the highest dose activity change, negative = displacement, usual class: inhibitors; P02791; 0.074% of 350,000 active; apoferritin/1-aminoanthracene competitive binding, fluorescence; note: potency is the fitted concentration of half-maximal effect; % is set by controls: 0 for no effect and ±100 for the full control effect; nearly all actives have a fitted effect of over 20% in size
Target sequence (P02791 2-175 limits assumed): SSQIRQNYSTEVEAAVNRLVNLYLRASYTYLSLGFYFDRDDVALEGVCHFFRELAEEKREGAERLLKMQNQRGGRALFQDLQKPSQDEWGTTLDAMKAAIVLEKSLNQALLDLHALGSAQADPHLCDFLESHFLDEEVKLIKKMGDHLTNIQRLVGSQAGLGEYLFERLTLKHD
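10 uM apoferritin + 50% sat. 1-AMA, PBS; cpd 10 min RT; Ex380/Em535 endpoint; normalized to free probe vs complex; 4-param Hill fit; propofol titration as pos. ctrl.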
APEX1 inh: inhibitors of human APE1 endonuclease; P27695; recombinant APE1, TAMRA/BHQ-2 abasic DNA cleavage fluorescence; Potency, µM (doses to about 65.8 µM), without a hit: top-dose activity change, negative = inhibition, usual class: inhibitors; 0.35% of 350,000 active; AID 2517;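 note: potency is the fitted concentration of half-maximal effect; plate controls were vehicle for no effect and reference inhibitor for full effect; nearly all actives have a fitted effect of over 55% in size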
Target sequence (P27695 whole entry, looked up): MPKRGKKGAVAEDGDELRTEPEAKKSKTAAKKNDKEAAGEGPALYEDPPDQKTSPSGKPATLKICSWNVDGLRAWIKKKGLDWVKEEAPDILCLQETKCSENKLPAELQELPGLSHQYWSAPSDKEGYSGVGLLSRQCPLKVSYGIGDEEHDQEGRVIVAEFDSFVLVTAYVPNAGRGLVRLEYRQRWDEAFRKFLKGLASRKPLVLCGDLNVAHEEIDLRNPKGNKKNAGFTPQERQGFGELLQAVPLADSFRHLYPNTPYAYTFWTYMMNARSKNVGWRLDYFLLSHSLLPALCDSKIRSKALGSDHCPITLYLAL
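Substrate: short duplex with […] THF abasic site, 5'-TAMRA and 3'-BHQ-2, 50 nM final. APE1 at 0.75 nM, preincubated 15 min RT with compound. Fluorescence increase from first to third read measured activity.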
ERG-DNA inh: inhibitors of human ERG Ets domain-DNA interaction | P11308 | fluorescence polarization, His-ERG Ets domain / labelled DNA | Potency, µM (doses to about 76.9 µM), for the others: at the top dose FP activity, negative = inhibition, most hits filed as inhibitors | 0.028% of 370,000 active; active = well fitted inhibition curve with a large enough effect in the polarisation, with a control signal flat; inconclusive = small, poorly fitted or top-dose-only effect, or effect the other way, or a change in a side signal; inactive = no such curve, though single readings can be large or run the other way; the % refers to the polarisation;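 note: polarization taken with two DNA probes labelled with fluorescein and Texas red; potency is the fitted concentration of half-maximal effect; % of control where 0% means no effect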
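His-tagged ERG Ets domain (1 uM in the protein solution; 300mM KCl, 50mM Tris-HCl, 1mM EDTA, 1mM DTT, pH 7.5) received compound, then a probe mix of 5 nM fluorescein-DNA and 100nM Texas-615-DNA. Fluorescence polarization was read for both dyes.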
12-LOX inh: ALOX12 (human) lipoxygenase inhibition; P18054; purified 12hLO, xylenol orange hydroperoxide absorbance; Potency, µM (titrated, usually from 108 µM), for inactives: at the highest dose activity change, negative = inhibition, usual class: inhibitors; 1.1% of 580,000 active; AID 1671190; note: potency is the fitted concentration of half-maximal effect; % is set by controls: 0 for no effect and ±100 for the full control effect
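Purified human 12hLO (150 nM final) in 25 mM Hepes, 0.01% Triton X-100, pH 7.0 was preincubated 15 min at room temperature with compound. Then 40 uM arachidonic acid was added, 30 min. Hydroperoxide was read by Fe-XO absorbance ratio 573/405 nm.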
LDHA inh: LDHA (human) enzyme inhibition | 0.15% of 480,000 active | AID 1347041 | purified LDHA, NADH/diaphorase-resazurin fluorescence; stronger effect = lower value | P00338 | activity change, % (values are at about 110 or 230 µM); in the data active = activity change below about -30%; inconclusive = mostly about -25% to -30%;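 note: plate controls were DMSO wells for no effect and wells without enzyme for full effect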
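Human LDH5 (2 nM) was incubated with 0.06 mM NADH and 0.2 mM pyruvate for 5 min at room temperature in Tris pH 7.4. Remaining NADH was coupled through diaphorase/resazurin, and resorufin fluorescence was read at 0 and 20 min.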
POLK inh: blocks human DNA polymerase kappa activity; Q9UBT6; purified Pol kappa, fluorescent DNA synthesis assay, 10 min; Potency, µM (highest dose often 107 µM), for inactives: top-dose activity, negative = inhibition, actives largely listed as inhibitors; 0.53% of 400,000 active; AID 588579; note: potency is the fitted concentration of half-maximal effect; % is set by controls: 0 for no effect and ±100 for the full control effect
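Inhibition of 10 nM Pol kappa is measured by a fluorescent read-out at 0 and 10 min following addition of 50 nM substrate (final), with a 15-min room-temperature compound preincubation.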
POLB inh: DNA polymerase beta (human) inhibition | P06746 | Pol beta primer extension/strand displacement, fluorescence kinetic | Potency, µM (top dose mostly 114 µM), without a hit: top-dose activity change, negative = inhibition, actives largely listed as inhibitors | 1.3% of 340,000 active | AID 485314; note: potency is the fitted concentration of half-maximal effect; % is set by controls: 0 for no effect and ±100 for the full control effect
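Human Pol beta at 10 nM; strand-displacement substrate 50 nM final. Compound exposure 15 min at room temperature before start, reaction 10 min at room temperature.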
POLH inh: blocks human DNA polymerase eta activity; Q9Y253; Potency, µM (top dose mostly 114 µM), without a hit: at the highest dose activity change, negative = inhibition, most hits filed as inhibitors; 1.2% of 390,000 active; recombinant Pol eta, fluorescent DNA replication assay; note: potency is the fitted concentration of half-maximal effect; % is set by controls: 0 for no effect and ±100 for the full control effect
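Fluorescent replication assay: 50 nM final substrate added after a 15 min room-temperature compound preincubation with 10 nM enzyme. Signal taken at 0 min and again at 10 min.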
Starred values were filed as active, the others as inactive; ? = inconclusive; . = no result given. Unless noted, calls come from the whole dose curve; as a rule, active = well fitted curve in the direction sought with a large enough effect; inconclusive = small, poorly fitted or top-dose-only effect, or another doubt; inactive = no such curve, though single readings can be large; an effect the other way counts as inactive or inconclusive.

[1] Cc1nc(NC(=O)c2ccc3c(c2)OCCO3)ccc1Br
[2] O=C(NCc1cccnc1)/C(=C/c1ccco1)NC(=O)c1ccccc1
[3] CN(C1(C)CCS(=O)(=O)C1)S(=O)(=O)c1cccc([N+](=O)[O-])c1 (centres undefined)
[4] COC(=O)/C(=C/c1c[nH]c2ccccc12)NC(C)=O
[5] Cc1ccc(S(=O)(=O)N2CCCC2C(=O)OCc2ccccc2)cc1 (centres undefined)
[6] COc1ccc(NS(=O)(=O)c2ccc(NC(=O)C3CCCO3)cc2)cc1 (centres undefined)
[7] Cc1ccc(O)c(NC(=S)NC(=O)C(C)C)c1

assay / entry | 1 | 2 | 3 | 4 | 5 | 6 | 7
LDHA inh | -11.6 | -1.3 | -2.8 | -7.4 | -9.1 | -3.6 | -8.3
ERG-DNA inh | -3.1% | 0.7% | 12.1% | -1.3% | 1.9% | 9.1% | -2.7%
POLH inh | -9.3% | 4.7% | -11.4% | -8.1% | -20.2% | 6.6% | -10.1%
12-LOX inh | -2.5% | -21.2% | -0.4% | -10.1% | -22.5% | ? | 6.8%
POLB inh | 31.0% | 3.7% | . | 1.8% | -0.8% | 5.6% | -1.5%
RGS4 inhibitor | 6.4% | 17.3% | -9.9% | -4.8% | 6.7% | 37.3% | -33.2%
APEX1 inh | -9.5% | -1.5% | 22.3% | -0.2% | -6.8% | -10.2% | -0.5%
POLK inh | -12.3% | -26.0% | 11.9% | 5.7% | -6.3% | 7.0% | -9.8%
Anesthetic bind | -7.3% | -4.4% | . | -1.2% | -14.5% | -19.3% | 1.2%

Shown tab-delimited: 2 of the compounds above.
No.	SMILES	LDHA inh	ERG-DNA inh	POLH inh	12-LOX inh	POLB inh	RGS4 inhibitor	APEX1 inh	POLK inh	Anesthetic bind
4	COC(=O)/C(=C/c1c[nH]c2ccccc12)NC(C)=O	-7.4	-1.3%	-8.1%	-10.1%	1.8%	-4.8%	-0.2%	5.7%	-1.2%
6	COc1ccc(NS(=O)(=O)c2ccc(NC(=O)C3CCCO3)cc2)cc1 (centres undefined)	-3.6	9.1%	6.6%	?	5.6%	37.3%	-10.2%	7.0%	-19.3%

Sorted by value in POLK inh (rising): three from the list above.
item | SMILES | POLK inh
2 | O=C(NCc1cccnc1)/C(=C/c1ccco1)NC(=O)c1ccccc1 | -26.0%
5 | Cc1ccc(S(=O)(=O)N2CCCC2C(=O)OCc2ccccc2)cc1 (centres undefined) | -6.3%
6 | COc1ccc(NS(=O)(=O)c2ccc(NC(=O)C3CCCO3)cc2)cc1 (centres undefined) | 7.0%

Record cards (already shown). Values in the order: LDHA inh	ERG-DNA inh	POLH inh	12-LOX inh	POLB inh	RGS4 inhibitor	APEX1 inh	POLK inh	Anesthetic bind
O=C(NCc1cccnc1)/C(=C/c1ccco1)NC(=O)c1ccccc1 is entered as -1.3	0.7%	4.7%	-21.2%	3.7%	17.3%	-1.5%	-26.0%	-4.4%
COC(=O)/C(=C/c1c[nH]c2ccccc12)NC(C)=O is entered as -7.4	-1.3%	-8.1%	-10.1%	1.8%	-4.8%	-0.2%	5.7%	-1.2%
Cc1nc(NC(=O)c2ccc3c(c2)OCCO3)ccc1Br is entered as -11.6	-3.1%	-9.3%	-2.5%	31.0%	6.4%	-9.5%	-12.3%	-7.3%

Not all compounds are listed (hit frequency here may not be typical).
